High-throughput results as filed in PubChem.
Rad51 HR inh – Rad51 (human) homologous recombination inhibition | hRad51 DNA strand exchange, fluorescence dequenching | inhibition, % at 10 µM | AID 1385 | hit rate 0.085% among 200,000;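 active = inhibition above 40% at the single screening dose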;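 also: 0% = DMSO control wells and 100% = blanks with heterologous ssDNA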
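Read-out basis: percent inhibition relative to plate controls and blanks / Assay system: human Rad51 nucleoprotein filaments preassembled on unlabelled ssDNA / Timing: filaments 15 min 37 °C, then compound 30 min / Control set: per-plate controls and blanks / Technique: fluorescence dequenching at 485/520 nm / Compound: 10 µM final, single point / Also added: Fluorescein- and BHQ1-tagged 47-mer duplex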
thrombin 1536 – thrombin (human) inhibition; alpha-thrombin, Boc-VPR-AMC fluorogenic substrate cleavage; inhibition, % at 5 µM; AID 1046; P00734; hit rate 0.26% among 220,000;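 active = inhibition at or above 40%; inactive = inhibition below 40%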;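 also: 0% = enzyme with no compound and 100% = wells without enzyme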
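Test system: human alpha-thrombin; medium: pH 7.5 Tris-saline with Tween 20; times: reaction at room temperature; signal: AMC fluorescence at 355 nm excitation and 460 nm emission; also added: Boc-VPR-AMC substrate, 15 µM final; dosing: one concentration per compound, 5 µM, with 0.2% DMSO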
Furin inhibitor – inhibitors of human furin; P09958; purified furin, fluorogenic substrate cleavage; inhibition, % at 30 µM; hit rate 0.061% among 220,000; AID 463115; in the data active = inhibition above about 25%; also: inactives centre near -15
m-calpain inh – inhibitors of pig calpain II. hit rate 0.37% among 220,000. inhibition, % at 16 µM. purified calpain II, fluorogenic peptide substrate, 30 min;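 active = inhibition above about 50%, limit read from the data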
FXIa inh 1536 – inhibitors of human coagulation factor XIa | P03951 | purified FXIa, Boc-Glu-Ala-Arg-AMC fluorogenic substrate | inhibition, % at 5 µM | hit rate 0.14% among 220,000 | AID 798;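 active = inhibition of at least 40%; inactive = inhibition below 40%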;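 also: fluorescence of freed AMC excited at 355 nm; 0% = enzyme without compound and 100% = no enzyme blank; many of its hits are not listed in these tables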
FXIIa inh 1536 – factor XIIa (human) inhibition. P00748. inhibition, % at 5 µM. hit rate 0.3% among 220,000. AID 800. purified FXIIa, Boc-QGR-AMC fluorogenic substrate, 2 h; in the data active = inhibition above about 40%;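 also: 0% = enzyme with no compound and 100% = blank without enzyme; many of its hits are not listed in these tables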
Cl transport mod – modulates chloride dependent transport by human KCC2; hit rate 2.2% among 190,000; AID 1456; B-score of Tl+ flux slope (higher = more flux/activation; lower = inhibition) at 10 µM; KCC2 cells, thallium flux FluoZin-2 fluorescence; Q9H2X9;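 active = thallium flux slope and its plate-corrected score both differing from the plate sample mean at a set confidence after two filtering rounds, in either direction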;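 also: slope of fluorescence scaled to starting intensity during 10 to 20 s after thallium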
hK5 inh – inhibitors of human kallikrein 5; AID 873; inhibition, % at 5 µM; recombinant hK5, fluorogenic AMC substrate cleavage; hit rate 0.59% among 210,000;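 active = inhibition of 40% or more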;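 also: 0% = enzyme controls without compound and 100% = no-enzyme blanks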
PERK inh – blocks human PERK kinase; Q9NZJ5; CHO PERK-DD fusion, SEAP luminescence translation reporter; inhibition, % at 5.6 µM; hit rate 0.17% among 220,000;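 active = inhibition above the mean inhibition of all tested compounds plus 3 SD, set separately per screening campaign, cut at about 2.9% in these data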;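 also: PERK kinase domain activated by AP20187 dimerizer at 100 nM; 0% = DMSO with dimerizer and 100% = rapamycin at 8.4 µM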
Target sequence (Q9NZJ5 whole entry, looked up, the tested form may be a part): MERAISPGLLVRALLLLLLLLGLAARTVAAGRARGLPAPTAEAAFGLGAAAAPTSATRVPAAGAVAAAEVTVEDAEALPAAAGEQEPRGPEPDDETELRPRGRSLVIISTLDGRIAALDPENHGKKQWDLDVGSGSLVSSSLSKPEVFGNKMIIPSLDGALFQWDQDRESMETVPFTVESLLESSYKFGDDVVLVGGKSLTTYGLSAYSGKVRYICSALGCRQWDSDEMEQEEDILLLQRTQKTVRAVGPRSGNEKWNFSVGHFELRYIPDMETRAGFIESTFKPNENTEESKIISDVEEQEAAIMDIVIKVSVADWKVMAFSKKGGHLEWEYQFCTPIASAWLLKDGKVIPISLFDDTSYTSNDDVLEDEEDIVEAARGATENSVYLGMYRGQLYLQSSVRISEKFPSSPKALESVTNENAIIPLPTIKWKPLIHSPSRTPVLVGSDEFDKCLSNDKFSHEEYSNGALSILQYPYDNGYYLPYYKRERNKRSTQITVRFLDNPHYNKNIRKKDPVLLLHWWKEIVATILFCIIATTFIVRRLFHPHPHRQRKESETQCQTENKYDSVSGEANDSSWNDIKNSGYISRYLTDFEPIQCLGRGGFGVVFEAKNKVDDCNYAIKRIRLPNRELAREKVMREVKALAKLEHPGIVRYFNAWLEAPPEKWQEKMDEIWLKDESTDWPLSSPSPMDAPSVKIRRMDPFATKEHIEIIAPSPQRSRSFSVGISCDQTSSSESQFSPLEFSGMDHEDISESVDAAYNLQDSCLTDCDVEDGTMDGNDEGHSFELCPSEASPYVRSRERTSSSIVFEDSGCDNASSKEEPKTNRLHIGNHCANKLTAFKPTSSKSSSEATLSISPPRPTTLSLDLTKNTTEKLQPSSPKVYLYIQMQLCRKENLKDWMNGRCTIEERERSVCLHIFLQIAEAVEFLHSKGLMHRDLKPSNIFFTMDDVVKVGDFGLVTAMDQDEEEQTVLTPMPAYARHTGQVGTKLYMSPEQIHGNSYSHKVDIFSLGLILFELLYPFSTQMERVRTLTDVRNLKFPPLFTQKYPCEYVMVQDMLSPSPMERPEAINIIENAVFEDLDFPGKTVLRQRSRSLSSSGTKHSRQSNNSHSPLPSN
The depositor's hits bear a star; · = not tested or not shown; [ ] = dose if it differs, or a comment. Only part of the results is shown, so the mix of outcomes need not match the whole.

Rad51 HR inh	thrombin 1536	Furin inhibitor	m-calpain inh	FXIa inh 1536	FXIIa inh 1536	Cl transport mod	hK5 inh	PERK inh	Compound
9	3	8	-25	10	16	-0.81	-12	-0.6	O=C(Nc1cccc2nsnc12)c1cccnc1
-2	-4	-6	25	5	10	-0.088	-4	0.9	S=C(c1ccc(-c2ccccc2Cl)o1)N1CCCCC1
7	4	-12[20 µM]	10	-10	-1	0.056	1	-0.6	CC1(C)Cc2c(ccc3ccccc23)C(NNC(=O)c2cccnc2)=N1
-6	1	-1	-34	-1	10	·	-2	0.0	Cc1ccc(Nc2nc(N3CCOCC3)nc(N3CCOCC3)n2)cc1
-8	-2	-16[20 µM]	16	-5	4	-1.3	-8	-0.4	COc1cccc(Nc2nnc(SCC(=O)N(CC(C)C)CC(C)C)s2)c1
1	-5	-10[20 µM]	-2	-11	1	-0.093	-2	-0.1	CCOc1ccc(S(=O)(=O)n2cc(-c3ccc(F)cc3)c(N)n2)cc1
13	2	-22	0	5	12	0.03	-6	1.4	Cc1sc2nc(CC(N)=O)[nH]c(=O)c2c1-c1ccccc1
7	-8	-16	-13	-8	-4	0.62	15	0.6	CN(C)CCCOC(=O)COc1ccc(Br)cc1
7	-2	-28	-13	-18	11	-0.39	-11	0.8	Cc1ccc2nsnc2c1NC(=O)c1cccnc1Cl
-5	-4	-13[20 µM]	-54	-14	2	1.3	-21	0.3	O=C(Nc1ccc2c(c1)OCO2)C1CCCCN1S(=O)(=O)c1ccccc1 (stereo not drawn)
-3	-1	-16[20 µM]	-14	-2	12	0.47	-15	0.2	O=c1ncn(-c2ccc(F)cc2)c2ncccc12
·	-3	-11[20 µM]	-134	-7	-1	-0.097	6	0.4	Cn1ncc(N=Cc2ccccc2)c1C(=O)Nc1cccc(Cl)c1
·	-1	-14	-4	-9	-1	-0.93	-8	-0.9	CCNS(=O)(=O)c1ccc(NC(=O)c2cccnc2)cc1
-5	0	-15[20 µM]	-37	-18	6	-2.5	-25	-2.5	CCCC(=O)C1=C(O)C(C(=O)OC)C(C)(C)CC1=Nc1ccccc1 (stereo not drawn)
7	-8	5	14	-2	2	0.83	9	0.5	COc1ccc(-c2ccnc(SCC(=O)c3ccc(Cl)cc3)n2)cc1
9	-8	-17	-30	-3	6	0.13	0	-0.4	CC(=O)Oc1cccc(/C=C2\C=C(c3ccc(C)cc3)OC2=O)c1
-1	-3	-6	-47	2	-4	-0.035	-4	-0.2	C=CCN=c1scc(-c2ccc3c(c2)NC(=O)CO3)n1/N=C(\C)c1ccccn1
9	-3	-18	3	9	11	0.016	-12	1.1	CC(CN(C)Cc1ccccc1)OC(=O)c1cccc(F)c1 (stereo not drawn)
5	-15	-41	-184	-15	-22	0.69	-17	0.6	COc1ccc(-c2ccc(C#N)c(SCC(=O)NC3CC3)n2)cc1OC
1	-13	-1	-11	-7	5	0.027	-1	0.8	Cc1cc(C)n(C(=O)Cn2nc([N+](=O)[O-])cc2C)n1
·	-3	-33	-16	1	7	-0.31	·	0.4	CN(C(=O)COC(=O)C1CCN(S(=O)(=O)c2cccs2)CC1)c1ccccc1
4	-4	-24	-56	-2	9	0.21	0	0.4	Cc1cc(C(=O)OCC(=O)NCc2ccco2)c(C)o1
4	2	-29	-11	4	8	-2.1	4	·	COc1ccc(SCCN2CCN(C)CCC2=O)cc1
5	-2	7	-6	9	7	1.3	-9	1.1	O=C(/C=C/c1ccco1)Nc1ccc(C(=O)N2CCOCC2)cc1
-11	-5	-16	1	0	6	0.0032	3	·	CCCCC1=CC2=C(c3ccco3)C(=O)C(C)(OC(=O)c3ccc(OC)cc3)C(=O)C2=CN1Cc1ccccc1 (stereo not drawn)

Results in FXIIa inh 1536 and FXIa inh 1536, for 3 of the compounds above:
Structure | FXIIa inh 1536 | FXIa inh 1536
COc1ccc(SCCN2CCN(C)CCC2=O)cc1 | 8 | 4
CCOc1ccc(S(=O)(=O)n2cc(-c3ccc(F)cc3)c(N)n2)cc1 | 1 | -11
CN(C)CCCOC(=O)COc1ccc(Br)cc1 | -4 | -8

The main list resumes; the 5 compounds before the break are reprinted first.
Rad51 HR inh	thrombin 1536	Furin inhibitor	m-calpain inh	FXIa inh 1536	FXIIa inh 1536	Cl transport mod	hK5 inh	PERK inh	Compound
·	-3	-33	-16	1	7	-0.31	·	0.4	CN(C(=O)COC(=O)C1CCN(S(=O)(=O)c2cccs2)CC1)c1ccccc1
4	-4	-24	-56	-2	9	0.21	0	0.4	Cc1cc(C(=O)OCC(=O)NCc2ccco2)c(C)o1
4	2	-29	-11	4	8	-2.1	4	·	COc1ccc(SCCN2CCN(C)CCC2=O)cc1
5	-2	7	-6	9	7	1.3	-9	1.1	O=C(/C=C/c1ccco1)Nc1ccc(C(=O)N2CCOCC2)cc1
-11	-5	-16	1	0	6	0.0032	3	·	CCCCC1=CC2=C(c3ccco3)C(=O)C(C)(OC(=O)c3ccc(OC)cc3)C(=O)C2=CN1Cc1ccccc1 (stereo not drawn)
-36	-3	-19	-6	1	11	0.73	-9	-0.5	CCCCOc1ccc(NC(=O)C(=O)NCCCn2ccnc2)cc1
-5	1	-16[20 µM]	-6	-14	12	0.61	8	-0.1	CCOC(=O)c1c(NCC2CCCO2)c2ccccc2[nH]c1=O (stereo not drawn)
4	5	-14	-1	4	17	-0.16	5	1.3	Cc1ccc(NC(=O)N/C=C/c2ccccc2)cc1
0	2	-7[20 µM]	-23	0	14	-0.84	-7	-0.5	CSc1cccc(NC(=O)C(C)Sc2ccc(C)cc2)c1 (stereo not drawn)
9	-13	-21	-44	-5	4	-1.5	-9	-0.5	O=C(Nc1cccc(-c2cn3c(n2)SCC3)c1)c1ccc(Br)o1
-4	3	-34	-28	4	11	-0.43	-11	0.1	CC(=O)Nc1ccc(Nc2ncnc3c2cnn3-c2ccccc2)cc1
-3	1	-10	11	-2	-15	6.7*	-5	1.7	CC(C)c1ccc(NC(=O)c2csnn2)cc1
5	-7	-21[20 µM]	-2	-6	4	-0.79	-7	-0.5	Cc1ccc(OCC(=O)N2N=C(C(F)(F)F)CC2(O)C(C)(C)C)cc1C (stereo not drawn)
-47	-5	-17	15	4	8	-0.9	-14	0.2	O=C(/C=C/c1ccco1)NCC1(c2ccccc2)CCCC1
4	9	-18	12	18	24	0.3	41*	0.0	Cc1cc(=O)n2[nH]cnc2n1
4	-3	-4[20 µM]	2	6	5	2	1	-1.2	O=C(Cn1c(SCC(=O)N2CCCc3ccccc32)nc2ccccc21)N1CCCC1
0	3	-19	-12	-3	7	1.1	-10	-0.8	CCCOc1ccc(C(=O)ON=C2CCN(C)CC2)cc1
23	-3	-11	14	-6	-1	0.42	-7	-0.8	CC1Cc2ccccc2N1CC(=O)NC(=O)NC1CCCCC1 (stereo not drawn)
4	-11	-26	-4	-5	0	-0.94	-3	0.4	CC(/C=C/c1ccccc1)=N\NC(=O)CCc1ccccc1
-1	1	-16[20 µM]	23	-2	-6	-0.59	5	0.2	CCNS(=O)(=O)c1ccc(NS(=O)(=O)c2cc(C)ccc2C)cc1
8	-4	-16	-53	2	6	9.2*	1	1.2	CCOC(=O)c1sc(-c2ccc(Cl)cc2Cl)nc1O
0	5	-2	-18	5	-2	-1.7	-20	0.3	COc1ccc(C=C2C(=O)c3ccccc3C2=O)cc1O
1	3	-24	-33	-15	12	·	7	0.0	Cn1nnnc1-c1cc(Br)ccc1NC(=O)c1ccccc1
-2	2	-22[20 µM]	8	3	23	1.2	-9	1.6	CCC(CC)C(=O)Nc1cccc(/C(C)=N\NC(=O)c2ccc(C)s2)c1
-15	-5	0	-1	1	9	0.093	4	0.4	CN(CCC#N)C(=O)COC(=O)c1ccc2c(=O)n3c(nc2c1)CCC3
3	0	-16	-8	0	14	0.45	4	0.3	O=C(Nc1cccc(C(=O)O)c1)/C(=C\c1ccc2c(c1)OCO2)NC(=O)c1ccco1
9	1	-7	4	0	7	·	1	0.6	N#C/C(=C\c1c(N2CCOCC2)nc2ccccn2c1=O)S(=O)(=O)c1ccccc1
·	-5	-20	14	-2	5	-0.18	·	2.0	COCC(=O)N1CCC(Oc2ccc(C(=O)NCc3cnc(C)cn3)cc2)CC1
-11	-1	-15[20 µM]	-85	0	12	-1.5	11	0.5	C=CCNC(=O)NC(=O)COC(=O)/C(C#N)=C/c1cc(C)n(CCC(C)C)c1C
22	3	-13	-11	5	13	-3*	5	-1.2	CCn1c(=O)c2cc(C(=O)N(C)c3cc(C)ccc3OC)sc2c2ccccc21

Copied from the results shown, two compounds:
Rad51 HR inh	thrombin 1536	Furin inhibitor	m-calpain inh	FXIa inh 1536	FXIIa inh 1536	Cl transport mod	hK5 inh	PERK inh	Compound
-36	-3	-19	-6	1	11	0.73	-9	-0.5	CCCCOc1ccc(NC(=O)C(=O)NCCCn2ccnc2)cc1
-5	1	-16[20 µM]	-6	-14	12	0.61	8	-0.1	CCOC(=O)c1c(NCC2CCCO2)c2ccccc2[nH]c1=O (stereo not drawn)

Next section:
Rad51 HR inh	thrombin 1536	Furin inhibitor	m-calpain inh	FXIa inh 1536	FXIIa inh 1536	Cl transport mod	hK5 inh	PERK inh	Compound
-14	0	-1[20 µM]	24	-4	12	-0.051	1	-0.8	CCN(CC)c1ccc(NC(=O)c2cccc(C)c2OC)c(C)c1
1	-4	-15[20 µM]	-52	3	3	-2.3	13	0.2	CCOC(=O)N1CCN(C(=O)c2ccc(Cn3c(=S)[nH]c4cc5c(cc4c3=O)OCO5)cc2)CC1
4	-3	-10	5	-1	2	-0.63	-4	1.3	Cc1ccc(CN=c2c([N+](=O)[O-])nn(-c3cccc(C)c3)n2O)cc1
1	1	-14	-16	-4	2	-0.031	-10	1.7	O=C(CSc1ccc(-c2cccc([N+](=O)[O-])c2)nn1)NCc1ccccc1
0	-2	-24	-18	2	10	0.22	2	-0.3	CS(=O)(=O)N(CC(=O)Nc1ccc(S(=O)(=O)N2CCCC2)cc1)c1cccc(F)c1
0	5	-11[20 µM]	11	104*	31	·	51*	-1.0	O=C(Nc1ccc(Cl)cc1)Nc1ccccc1C(=O)NCc1ccco1
·	5	6	12	3	8	0.0035	7	0.0	CC(=O)N1N=C(c2cccs2)CC1c1cccs1 (stereo not drawn)
-2	-1	-83	-26	-1	6	0.54	1	·	CCN(CC)CCC(c1ccc(N(C)C)cc1)c1c(OC)cc(OC)c2ccc(=O)oc12 (stereo not drawn)
-2	-1	-27	-46	9	17	·	2	1.0	Cc1ccc(C2NC(=O)c3c(sc4c3CCN(C)C4)N2)o1 (stereo not drawn)
2	-2	-28	-38	4	11	-0.032	0	0.8	COc1cccc(CN2CCN(Cc3ccc(C)o3)CC2CCO)c1 (stereo not drawn)
-5	-2	-10	-26	2	6	1.5	-1	·	CCC(=O)OC1(C)C(=O)C2=COC(c3ccc(OC)cc3)=CC2=C(Br)C1=O (stereo not drawn)
